Screening data (PubChem)
BioA inh – blocks M. tuberculosis BioA enzyme activity | AID 602481 | purified M. tuberculosis BioA enzyme, plate reader | inhibition, % at 9.99 µM | 360,000 tested, 0.096% active; in the data active means inhibition above about 40%
Active calls of the source: *; & = joins results of further samples.

SMILES	BioA inh
CN(C)C(=O)[C@H]1[C@H](CO)[C@H]2Cn3c(cccc3=O)[C@@H]1N2CC1CCOCC1	-0.6
C/C=C/c1cnc2c(c1)C(=O)N([C@@H](C)CO)C[C@@H](C)[C@H](CN(C)C(=O)c1cccnc1)O2	1.4
COc1ccc(CN(C)C[C@@H]2Oc3ccc(NC(=O)CCN4CCOCC4)cc3CC(=O)N([C@@H](C)CO)C[C@H]2C)cc1	-2.4
O=C(C[C@H]1C[C@H]2c3cc(NC(=O)Cc4ccncc4)ccc3O[C@H]2[C@H](CO)O1)NCCc1ccccc1	0.6
COc1cccc(S(=O)(=O)N2CCCCN3[C@@H](CO)[C@H](c4ccc(-c5ccccc5)cc4)[C@@H]3C2)c1	1.3
COc1ccccc1NC(=O)N1C[C@@H](O)COC[C@H]2O[C@H](CC(=O)N3CCC(Cc4ccccc4)CC3)CC[C@@H]21	4.8
C[C@H](CO)N1C[C@H](C)[C@H](CN(C)C(=O)Nc2cccc3ccccc23)Oc2c(NC(=O)c3cnccn3)cccc2C1=O	-0.1
CCC(=O)Nc1ccc2c(c1)C(=O)N(C)[C@@H]1CC[C@@H](CC(=O)NCCCN(C)C)O[C@H]1CO2	22
CCCNC(=O)C[C@@H]1CC[C@@H]2[C@H](COC[C@H](O)CN2C(=O)c2ccc(F)cc2)O1	-0.3
C[C@@H]1CN([C@H](C)CO)C(=O)CCCn2cc(nn2)CO[C@@H]1CN(C)Cc1ccc(Oc2ccccc2)cc1	0.9
N#C[C@@H]1[C@H](c2ccc(C3=CCCCC3)cc2)[C@H](CO)N1S(=O)(=O)c1ccccc1	-1.3
O=C(C1CC1)N1[C@H](CO)[C@@H]2c3ccccc3NC[C@@H]21	2.9
COCC#Cc1cnc2c(c1)C(=O)N([C@@H](C)CO)C[C@H](C)[C@H](CN(C)S(=O)(=O)c1ccccc1)O2	-0.4
CC(C)NC(=O)Nc1cccc2c1O[C@@H](CN(C)Cc1ccc(C(=O)O)cc1)[C@@H](C)CN([C@H](C)CO)C2=O	-4.0
C[C@H]1CCCCO[C@H](CN(C)Cc2ccc(C(=O)O)cc2)[C@@H](C)CN([C@@H](C)CO)C(=O)c2cc(NC(=O)Nc3ccc(F)cc3)ccc2O1	-0.6
Cc1ccc(S(=O)(=O)Nc2ccc3c(c2)CC(=O)N([C@H](C)CO)C[C@H](C)[C@@H](CN(C)CC2CC2)O3)cc1	0.9
C[C@H](CO)N1C[C@H](C)[C@H](CN(C)Cc2ccncc2)Oc2ccc(N(C)C)cc2C1=O	-0.8
COC(=O)[C@H]1[C@H](CO)[C@H]2Cn3c(ccc(C4=CCCCC4)c3=O)[C@@H]1N2CCc1ccccc1	0.8
CO[C@H]1CN(C)C(=O)c2cc(NC(C)=O)ccc2OC[C@@H](C)N(C(=O)CN(C)C)C[C@@H]1C	-0.7
C[C@@H]1CN([C@@H](C)CO)C(=O)c2cccc(NS(=O)(=O)c3ccc(Cl)cc3)c2O[C@H]1CN(C)S(=O)(=O)c1cccs1	0.9
C[C@H](CO)N1C[C@H](C)[C@H](CN(C)Cc2ccccc2C(=O)O)Oc2ncc(C3=CCCC3)cc2C1=O	13
CCCN(C)C[C@H]1Oc2ncc(C#CC3CC3)cc2C(=O)N([C@@H](C)CO)C[C@@H]1C	-1.9
Cc1noc(C)c1NC(=O)Nc1ccc2c(c1)C(=O)N([C@@H](C)CO)C[C@H](C)[C@H](CN(C)Cc1ccc(Oc3ccccc3)cc1)O2	-1.0
C[C@H]1CN([C@@H](C)CO)C(=O)c2cc(NS(=O)(=O)c3cn(C)cn3)ccc2O[C@@H]1CN(C)CC1CCCCC1	7.2
C[C@@H]1CCCCO[C@H](CN(C)Cc2ccc(C(=O)O)cc2)[C@@H](C)CN([C@@H](C)CO)C(=O)c2cc(NC(=O)C3CCCCC3)ccc2O1	-0.6
(continued)
SMILES	BioA inh
C[C@H]1CN([C@@H](C)CO)C(=O)Cc2cc(NS(=O)(=O)c3ccccc3)ccc2O[C@H]1CN(C)S(=O)(=O)c1ccc(F)cc1	-1.5
CC(C)CC#Cc1ccc2c(c1)O[C@H](CN(C)C(=O)Cc1cccnc1)[C@@H](C)CN([C@H](C)CO)S2(=O)=O	1.7
COc1ccc(S(=O)(=O)N(C)C[C@@H]2Oc3ncc(/C=C/c4ccccc4)cc3C(=O)N([C@H](C)CO)C[C@@H]2C)cc1	-1.8&1.0
CC(=O)N(C)C[C@H]1Oc2cc(-c3cccc(F)c3)ccc2S(=O)(=O)N([C@H](C)CO)C[C@@H]1C	1.1
COc1cccc(-c2cnc3c(c2)C(=O)N([C@@H](C)CO)C[C@@H](C)[C@H](CN(C)Cc2ccc(F)cc2)O3)c1	1.9
C/C=C/c1ccc2c(c1)O[C@@H](CN(C)C(=O)CN1CCOCC1)[C@@H](C)CN([C@@H](C)CO)S2(=O)=O	3.4
Cc1cccc(S(=O)(=O)N2[C@@H]3c4ccc(-c5ccncc5)c(=O)n4C[C@H]2[C@H](CO)[C@H]3C(=O)O)c1	-2.0
COC(=O)C[C@H]1CC[C@@H]2[C@@H](COc3ccc(NS(=O)(=O)c4cccc(F)c4)cc3C(=O)N2C)O1	0.1
C[C@H]1CN([C@@H](C)CO)C(=O)c2cc(C3=CCCCC3)cnc2O[C@@H]1CN(C)C(=O)NC1CCCC1	-2.7
COc1ccc(S(=O)(=O)N[C@@H]2C=C[C@@H](CC(=O)NCc3ccccc3F)O[C@@H]2CO)cc1	-1.2
O=C(NC1CCCC1)N[C@H]1C=C[C@@H](CC(=O)N2CCOCC2)O[C@H]1CO	2.3
Cc1noc(C)c1NC(=O)N(C)C[C@@H]1OCCCC[C@@H](C)Oc2ccc(NC(=O)Nc3cccc4ccccc34)cc2C(=O)N([C@H](C)CO)C[C@@H]1C	0.7
COc1ccccc1S(=O)(=O)N[C@@H]1CC[C@@H](CCn2cc(C3CCCCC3)nn2)O[C@H]1CO	-0.9
O=S(=O)(c1cccc(F)c1)N1CC[C@@H]2[C@H]1c1cc(C#Cc3ccccc3F)ccc1N[C@@H]2CO	0.3
CCC(=O)Nc1ccc2c(c1)OC[C@H](C)N(CC1CCOCC1)C[C@@H](C)[C@H](OC)CN(C)C2=O	-1.1
CC(=O)N(C)C[C@H]1Oc2cc(C#C[C@H](C)O)ccc2S(=O)(=O)N([C@@H](C)CO)C[C@H]1C	-1.9
O=C(C[C@@H]1C=C[C@H](NC(=O)C2CC2)[C@H](CO)O1)Nc1ccccc1	0.1
CCCNC(=O)C[C@@H]1CC[C@@H]2[C@@H](COc3ccc(NC(=O)c4cccc(C(F)(F)F)c4)cc3C(=O)N2C)O1	1.2
C[C@H](CO)N1C[C@H](C)[C@@H](CN(C)Cc2cccc(F)c2)Oc2ncc(C#C[C@@H](C)O)cc2C1=O	2.5
CCS(=O)(=O)Nc1ccc2c(c1)C(=O)N(C)C[C@H](OC)[C@@H](C)CN(Cc1ccccn1)[C@H](C)CO2	-1.4
COc1ccc(CN(C)C[C@@H]2Oc3ccc(NC(=O)CCN4CCOCC4)cc3C(=O)N([C@H](C)CO)C[C@H]2C)cc1	-1.4
C[C@H]1CN([C@@H](C)CO)C(=O)c2cccc(NC(=O)Nc3ccc(C(F)(F)F)cc3)c2O[C@@H]1CN(C)C(=O)Nc1cccc2ccccc12	-3.5
CN(C)CC#Cc1ccc([C@@H]2[C@H](CO)N3CCCCN(CC4CCOCC4)C[C@@H]23)cc1	-2.8
C[C@H]1CN([C@@H](C)CO)C(=O)c2c(c3ccccc3n2C)-c2ccccc2CO[C@H]1CN(C)C(=O)CCC(F)(F)F	16
C[C@@H]1CN([C@H](C)CO)S(=O)(=O)c2ccc(C#CC3CCCCC3)cc2O[C@@H]1CN(C)Cc1cccnc1	0.0

Single entries from above:
For BioA inh, CN(C)CC#Cc1ccc([C@@H]2[C@H](CO)N3CCCCN(CC4CCOCC4)C[C@@H]23)cc1 is listed with -2.8
For BioA inh, CCCNC(=O)C[C@@H]1CC[C@@H]2[C@@H](COc3ccc(NC(=O)c4cccc(C(F)(F)F)c4)cc3C(=O)N2C)O1 is listed with 1.2
For BioA inh, CCC(=O)Nc1ccc2c(c1)OC[C@H](C)N(CC1CCOCC1)C[C@@H](C)[C@H](OC)CN(C)C2=O is listed with -1.1

(continued)
SMILES	BioA inh
C/C=C/c1ccc2c(c1)O[C@H](CN(C)C(=O)C1CCCCC1)[C@H](C)CN([C@@H](C)CO)S2(=O)=O	-0.1
COc1ccc(S(=O)(=O)Nc2ccc3c(c2)C(=O)N([C@@H](C)CO)C[C@@H](C)[C@@H](CN(C)C(=O)Cc2ccccc2)OCCCC[C@H](C)O3)cc1	0.6
CCCN1[C@@H]2c3ccc(-c4cccc(F)c4)c(=O)n3C[C@@H]2[C@@H](CO)[C@@H]1C(=O)N(C)C	1.0
COCC(=O)N(C)C[C@@H]1[C@@H](c2ccc(-c3cccnc3)cc2)[C@H](CO)N1C(C)=O	0.4
CCc1cnc(N2[C@H](C#N)[C@@H](c3ccc(C4=CCCCC4)cc3)[C@@H]2CO)s1	0.2
COc1ccc(-c2ccc3c(c2)[C@@H]2[C@@H](CCN2C(=O)Cc2ccccc2)[C@@H](CO)N3C)cc1	-0.8
COc1ccc(CN(C)C[C@@H]2Oc3ccc(NS(=O)(=O)c4ccc(C)cc4)cc3C(=O)N([C@@H](C)CO)C[C@@H]2C)cc1	-1.8
COc1ccc(S(=O)(=O)Nc2ccc3c(c2)C(=O)N([C@@H](C)CO)C[C@H](C)[C@@H](CN(C)C(=O)Nc2ccc(F)cc2)OCCCC[C@@H](C)O3)cc1	-0.5
Cc1ccc(S(=O)(=O)N2C[C@H](O)COC[C@H]3O[C@H](CC(=O)N[C@H]4CCN(Cc5ccccc5)C4)CC[C@@H]32)cc1	1.2
O=C(C[C@@H]1C[C@H]2c3cc(NS(=O)(=O)c4ccccc4)ccc3O[C@H]2[C@@H](CO)O1)NC1CCCC1	3.6
Cc1cccc(-c2ccc([C@@H]3[C@@H](CO)N4CCCCN(S(=O)(=O)c5cccs5)C[C@H]34)cc2)c1	-1.5
C[C@H](CO)N1C[C@H](C)[C@H](CN(C)C)Oc2ccc(NS(=O)(=O)c3ccc(F)cc3)cc2C1=O	-3.1
O=C(O)C[C@@H]1CC[C@H](NC(=O)Nc2cc(F)ccc2F)[C@H](CO)O1	-2.3
CC(C)NC(=O)N(C)C[C@@H]1Oc2ncc(C#CC3CC3)cc2C(=O)N([C@@H](C)CO)C[C@H]1C	0.6
C[C@H]1CN([C@@H](C)CO)S(=O)(=O)c2ccc(-c3cccnc3)cc2O[C@H]1CN(C)Cc1ccccn1	-0.8
O=C(C[C@H]1CC[C@H]2[C@@H](COC[C@@H](O)CN2Cc2cccc(C(F)(F)F)c2)O1)NCc1ccc(Cl)cc1	1.6
CN(C)C(=O)C[C@@H]1CC[C@@H]2[C@@H](COc3ccc(NC(=O)C4CCOCC4)cc3C(=O)N2C)O1	-1.5
CO[C@H]1CN(C)C(=O)c2cc(NS(=O)(=O)c3cccc(Cl)c3)ccc2OC[C@@H](C)NC[C@H]1C	-2.6
O=C(C[C@H]1CC[C@H](NC(=O)c2ccncc2)[C@H](CO)O1)NCC1CC1	-2.6
C[C@H]1CN([C@@H](C)CO)C(=O)c2cc(C3=CCCC3)cnc2O[C@@H]1CN(C)Cc1ccccc1C(=O)O	7.1
CN(C)C(=O)c1cccc(-c2ccc3c(c2)[C@@H]2[C@@H](CCN2S(=O)(=O)c2cn(C)cn2)[C@@H](CO)N3)c1	-0.6
C/C=C/c1cnc2c(c1)C(=O)N([C@@H](C)CO)C[C@H](C)[C@@H](CN(C)C(=O)Nc1ccc(OC)cc1)O2	0.7
C[C@@H]1CN([C@@H](C)CO)C(=O)Cc2cc(NC(=O)C3CC3)ccc2O[C@H]1CN(C)S(=O)(=O)c1ccccc1	1.4
CCCNC(=O)N(C)C[C@@H]1Oc2cc(C#CC3CC3)ccc2S(=O)(=O)N([C@H](C)CO)C[C@H]1C	-4.3
Cc1noc(C)c1NC(=O)N[C@H]1CC[C@@H](CC(=O)Nc2ccc(-c3ccccc3)cc2)O[C@@H]1CO	-1.9

Part of the list above, reformatted:
molecule,BioA inh
COCC(=O)N(C)C[C@@H]1[C@@H](c2ccc(-c3cccnc3)cc2)[C@H](CO)N1C(C)=O,0.4
C[C@@H]1CN([C@@H](C)CO)C(=O)Cc2cc(NC(=O)C3CC3)ccc2O[C@H]1CN(C)S(=O)(=O)c1ccccc1,1.4

(next part)
SMILES	BioA inh
CO[C@@H]1CN(C)C(=O)c2cc(NC(=O)C3CCC3)ccc2OC[C@@H](C)N(C)C[C@H]1C	0.5
C[C@@H]1CCCCO[C@H](CN(C)C(=O)c2ccccc2)[C@@H](C)CN([C@H](C)CO)C(=O)c2cc(NS(=O)(=O)c3ccc(Cl)cc3)ccc2O1	-1.2
CC(C)NC(=O)Nc1ccc2c(c1)C(=O)N([C@@H](C)CO)C[C@H](C)[C@H](CN(C)Cc1ccncc1)OCCCC[C@@H](C)O2	-1.4
C[C@H]1CN([C@@H](C)CO)C(=O)c2cc(NC(=O)CCCN(C)C)ccc2O[C@@H]1CN(C)C	-0.3
C[C@@H]1CCCCO[C@H](CN(C)C(=O)Nc2ccccc2)[C@H](C)CN([C@@H](C)CO)C(=O)c2cc(NC(=O)c3ccncc3)ccc2O1	0.6
C[C@@H]1CN([C@H](C)CO)C(=O)c2cc(NC(=O)Nc3ccccc3)ccc2O[C@@H](C)CCCCO[C@@H]1CN(C)Cc1ccc(C(F)(F)F)cc1	-3.5

Sorted by number of heavy atoms (largest number first): some entries from above.
SMILES	BioA inh
C[C@@H]1CN([C@H](C)CO)C(=O)c2cc(NC(=O)Nc3ccccc3)ccc2O[C@@H](C)CCCCO[C@@H]1CN(C)Cc1ccc(C(F)(F)F)cc1	-3.5
CC(C)NC(=O)Nc1ccc2c(c1)C(=O)N([C@@H](C)CO)C[C@H](C)[C@H](CN(C)Cc1ccncc1)OCCCC[C@@H](C)O2	-1.4
C[C@H]1CN([C@@H](C)CO)C(=O)c2cc(NC(=O)CCCN(C)C)ccc2O[C@@H]1CN(C)C	-0.3

Not all compounds are listed; the hit share may differ from the screen's.
